Screening data: PubChem, Broad Institute
TcdB GH inh = TcdB glycohydrolase inhibitors, primary screen, biochemical, single point, plate reader; 350,000 tested, 0.24% active; TcdB glycohydrolase enzymatic assay; inhibition, % at 9.99 µM; in the data active = inhibition above about 10%
* hit, by the source's call; & = joins results of further samples. Some of the compounds tested. The share of hits here may be higher or lower than overall.

Structure,TcdB GH inh
COc1ccc(NC(=O)N[C@H]2CC[C@@H](CC(=O)NC3CCC3)O[C@@H]2CO)cc1,-0.6&1.2
CCC(=O)N1C[C@H](O)COC[C@H]2O[C@@H](CC(=O)NCc3ccc(Oc4ccccc4)cc3)CC[C@@H]21,-0.4
C[C@@H]1CN([C@H](C)CO)C(=O)Cc2cc(NC(=O)CCCN(C)C)ccc2O[C@H]1CN(C)C(=O)Nc1ccc2c(c1)OCO2,-7.9
CCCN1C[C@@H](C)[C@@H](OC)CN(C)C(=O)c2cc(NC(=O)c3ccccc3F)ccc2OC[C@@H]1C,0.7
CO[C@@H]1CN(C)C(=O)c2ccc(NC(C)=O)cc2OC[C@H](C)N(C(=O)c2ccccn2)C[C@@H]1C,-0.5
O=C1Nc2ccccc2-c2nnnn2C1N1CCCC1 (configuration not stated),2.0
O=C(C[C@H]1CC[C@@H]2NC[C@H](O)COC[C@H]2O1)NC1Cc2ccccc2C1,0.2
COc1cccc(NC(=O)N2C[C@@H](O)COC[C@H]3O[C@@H](CC(=O)NCCCN4CCOCC4)CC[C@@H]32)c1,0.7
COc1ccc(S(=O)(=O)Nc2ccc3c(c2)CC(=O)N([C@@H](C)CO)C[C@@H](C)[C@H](CN(C)Cc2ccc(C(=O)O)cc2)O3)cc1,-0.4
C[C@H]1CCCCO[C@H](CN(C)S(=O)(=O)c2cccs2)[C@@H](C)CN([C@@H](C)CO)C(=O)c2cc(NC(=O)Nc3ccc(C(F)(F)F)cc3)ccc2O1,0.6
CCC(=O)N(C)C[C@@H]1Oc2cc(-c3cccnc3)ccc2S(=O)(=O)N([C@H](C)CO)C[C@H]1C,0.1
N#C[C@@H]1[C@H](c2ccccc2-c2cccc(F)c2)[C@H](CO)N1C(=O)C1CC1,-2.1
Cc1ccc(S(=O)(=O)Nc2ccc3c(c2)C(=O)N([C@@H](C)CO)C[C@@H](C)[C@@H](CN(C)Cc2ccc(-c4ccccc4)cc2)O3)cc1,-0.2
CCCNC(=O)N(C)C[C@@H]1Oc2cc(C#CCC(C)C)ccc2S(=O)(=O)N([C@@H](C)CO)C[C@@H]1C,-0.5
CC(C)NC(=O)N(C)C[C@@H]1Oc2cc(-c3ccccc3)ccc2S(=O)(=O)N([C@@H](C)CO)C[C@@H]1C,1.3
C[C@H]1CN([C@@H](C)CO)C(=O)c2cc(NC(=O)Nc3ccc(F)cc3)ccc2O[C@H]1CN(C)S(=O)(=O)c1ccc(Cl)cc1,-11
CCCC(=O)Nc1ccc2c(c1)C(=O)N(C)[C@@H]1CC[C@H](CC(=O)NCC3CCCCC3)O[C@H]1CO2,-3.3
CC(C)CC#Cc1ccc([C@@H]2[C@H]3CN(C(=O)Nc4ccccc4)CCCCN3[C@H]2CO)cc1,-0.3
C[C@@H]1CN([C@@H](C)CO)C(=O)c2cccc(NC(=O)c3cnccn3)c2O[C@@H]1CN(C)C(=O)NC1CCCCC1,0.2
CCNC(=O)[C@@H]1[C@@H](CO)[C@@H]2Cn3c(ccc(-c4ccccc4)c3=O)[C@@H]2N1CC,-7.8
CCc1cnc(N2[C@H](C#N)[C@H](c3ccc(C#CCC4CCCC4)cc3)[C@@H]2CO)s1,1.6
COCC#Cc1ccc2c(c1)O[C@H](CN(C)C(=O)C1CCCCC1)[C@H](C)CN([C@H](C)CO)S2(=O)=O,-0.1
COCCNC(=O)C[C@H]1CC[C@@H]2[C@@H](COc3ccc(NC(=O)c4ccno4)cc3C(=O)N2C)O1,-1.3
C/C=C/c1ccc2c(c1)O[C@@H](CN(C)Cc1ccncc1)[C@@H](C)CN([C@H](C)CO)S2(=O)=O,0.2
CCC(=O)Nc1ccc2c(c1)C(=O)N(C)C[C@H](OC)[C@@H](C)CN(C(=O)c1ccncc1)[C@H](C)CO2,0.1
C[C@H](CO)N1C[C@H](C)[C@@H](CN(C)Cc2ccc(-c3ccccc3)cc2)Oc2c(NC(=O)C3CCOCC3)cccc2C1=O,-0.7
O=C([C@H]1[C@H](CO)[C@H]2Cn3c(cccc3=O)[C@@H]1N2CC1CCCC1)N1CCOCC1,0.1
CCC(=O)N1CC2(CCN(C(=O)c3cccnc3)CC2)c2c([nH]c3cc(OC)ccc23)[C@H]1CO,1.0
Cc1ccc(S(=O)(=O)N[C@@H]2C=C[C@@H](CC(=O)N3CCC(Cc4ccccc4)CC3)O[C@@H]2CO)cc1,-0.1
C[C@H]1CN([C@@H](C)CO)S(=O)(=O)c2ccc(C#Cc3cccnc3)cc2O[C@H]1CN(C)C(=O)CN(C)C,-13
CN(C)C(=O)C[C@H]1C=C[C@H](NC(=O)Nc2cccc(F)c2)[C@@H](CO)O1,-9.5
O=C(C1CC1)N1CCCCN2[C@H](CO)[C@@H](c3ccc(C#CC4CCCC4)cc3)[C@@H]2C1,1.4
C[C@H]1CN([C@@H](C)CO)C(=O)Cc2cc(NC(=O)Cc3ccccc3)ccc2O[C@H]1CN(C)S(=O)(=O)c1ccc(F)cc1,0.9
C[C@H]1CN([C@@H](C)CO)C(=O)c2cc(-c3ccc(F)cc3)cnc2O[C@@H]1CN(C)CC1CCCC1,-1.3
C[C@@H]1CN([C@@H](C)CO)C(=O)c2cc(NC(=O)Nc3ccc4c(c3)OCO4)ccc2O[C@@H](C)CCCCO[C@H]1CN(C)Cc1ccc(C(=O)O)cc1,-1.1
Nc1[nH]c(=O)ncc1-c1ccc([N+](=O)[O-])cc1,-0.1
Cc1ccccc1S(=O)(=O)N1CC(=O)N2[C@H](C1)[C@@H](c1ccc(C#Cc3ccccc3)cc1)[C@@H]2CO,-19
C[C@H](CO)N1C[C@H](C)[C@@H](CN(C)C(=O)Cc2ccccn2)Oc2ncc(-c3ccc(F)cc3)cc2C1=O,1.7
CC(C)NC(=O)Nc1ccc2c(c1)CC(=O)N([C@@H](C)CO)C[C@H](C)[C@H](CN(C)C(=O)Nc1ccccc1)O2,-1.7
O=C(CC(F)(F)F)N1C[C@@H]2[C@H](c3ccccc31)[C@@H](CO)N2C(=O)CN1CCOCC1,0.7
C[C@@H]1CN([C@H](C)CO)C(=O)Cc2cc(NC(=O)Cc3cn(C)c4ccccc34)ccc2O[C@@H]1CN(C)CC1CC1,-3.1
O=C(Nc1ccc(Cl)cc1)N[C@H]1CC[C@H](CCNC(=O)c2ccccc2F)O[C@@H]1CO,0.1
O=C(O)C[C@@H]1C[C@H]2c3cc(NC(=O)Nc4ccccc4)ccc3O[C@H]2[C@H](CO)O1,-7.2
C[C@H](CO)N1C[C@H](C)[C@H](CN(C)C(=O)c2ccccc2)OCCCC[C@H](C)Oc2ccc(NC(=O)c3ccccc3)cc2C1=O,-2.7
COCC(=O)N1CC2(C1)[C@H](c1ccccc1)[C@@H](CO)N2C(=O)c1cccnc1,0.4
C[C@H](CO)N1C[C@H](C)[C@H](CN(C)S(=O)(=O)c2ccc(Cl)cc2)Oc2ccc(NC(=O)Cc3cn(C)c4ccccc34)cc2C1=O,-1.4
COc1ccc(CN2C[C@@H](C)[C@@H](OC)CN(C)C(=O)c3cc(NC(C)=O)ccc3OC[C@H]2C)cc1,0.9
C[C@@H]1CN([C@@H](C)CO)C(=O)c2cccc(NS(=O)(=O)c3cn(C)cn3)c2O[C@@H]1CN(C)CC1CCCCC1,-0.4
C[C@@H]1CN([C@@H](C)CO)C(=O)c2cccc(NC(=O)c3cnccn3)c2O[C@H]1CN(C)S(=O)(=O)c1ccc(F)cc1,0.6
Cc1noc(C)c1NC(=O)Nc1cccc2c1O[C@@H](CN(C)CC1CCCCC1)[C@H](C)CN([C@H](C)CO)C2=O,-0.3
CCCN1C[C@@H](C)[C@@H](OC)CN(C)C(=O)c2cc(NC(=O)NC3CCCC3)ccc2OC[C@@H]1C,0.6
O=C(C[C@H]1C=C[C@@H](NS(=O)(=O)c2ccccc2)[C@@H](CO)O1)NCc1ccncn1,-3.6
O=C(CN1CCOCC1)NCC[C@@H]1CC[C@@H](NC(=O)Nc2ccc(Cl)cc2)[C@H](CO)O1,0.0
CN(C)Cc1cn(CC[C@@H]2CC[C@H](NS(=O)(=O)c3ccc(-c4ccccc4)cc3)[C@@H](CO)O2)nn1,-0.5
Cc1ccc(S(=O)(=O)N2C[C@H](O)COC[C@@H]3O[C@H](CC(=O)NCC4CCCCC4)CC[C@H]32)cc1,-0.5
C[C@H]1CN([C@@H](C)CO)C(=O)c2cccc(NC(=O)Nc3cccc4ccccc34)c2O[C@H]1CN(C)S(=O)(=O)c1ccccc1,0.3
O=C(C1CCOCC1)N1C[C@@H]2[C@H](c3ccccc31)[C@@H](CO)N2Cc1ccc(Cl)cc1,1.2
C[C@@H]1CN([C@H](C)CO)C(=O)c2cc(C#CC3(O)CCCC3)cnc2O[C@H]1CN(C)C(=O)CC1CC1,0.2
COCCNC(=O)C[C@@H]1CC[C@H]2[C@H](COc3ccc(NS(=O)(=O)c4ccc(Cl)cc4)cc3C(=O)N2C)O1,1.2
COc1ccc(-c2ccc([C@H]3[C@H](C#N)N(C(=O)NC(C)C)[C@H]3CO)cc2)cc1,-0.2

Some of the entries above, reformatted.
O=C(CN1CCOCC1)NCC[C@@H]1CC[C@@H](NC(=O)Nc2ccc(Cl)cc2)[C@H](CO)O1
- TcdB GH inh = 0.0

CN(C)Cc1cn(CC[C@@H]2CC[C@H](NS(=O)(=O)c3ccc(-c4ccccc4)cc3)[C@@H](CO)O2)nn1
- TcdB GH inh = -0.5

(continued)
Structure,TcdB GH inh
CCS(=O)(=O)N1CCCCN2[C@@H](CO)[C@H](c3ccc(C#Cc4ccccc4OC)cc3)[C@@H]2C1,0.0
C[C@H]1CCCCO[C@H](CN(C)S(=O)(=O)c2cn(C)cn2)[C@@H](C)CN([C@@H](C)CO)C(=O)c2cc(NC(=O)CCC(F)(F)F)ccc2O1,0.4
CC(C)NC(=O)Nc1ccc2c(c1)CC(=O)N([C@H](C)CO)C[C@@H](C)[C@H](CN(C)Cc1ccncc1)O2,-0.8
O=C(Cc1ccccn1)NCC[C@@H]1CC[C@H](NC(=O)c2ccccc2F)[C@H](CO)O1,0.5
C[C@@H]1CCCCO[C@H](CN(C)C)[C@@H](C)CN([C@H](C)CO)C(=O)c2cc(NC(=O)c3ccccc3)ccc2O1,-4.0
CCCN(C)C[C@H]1Oc2cc(C#CCN(C)C)ccc2S(=O)(=O)N([C@@H](C)CO)C[C@H]1C,0.2
C[C@@H]1CN([C@H](C)CO)C(=O)c2cc(NS(=O)(=O)c3ccccc3)ccc2O[C@@H]1CN(C)Cc1ccncc1,-0.4
CN(C)C(=O)c1cc2c(c(-c3cccc(-c4ccc(F)cc4)c3)n1)[C@@H](CCO)N([S@](=O)C(C)(C)C)C2,3.0
C[C@H](CO)N1C[C@H](C)[C@H](CN(C)Cc2ccccc2)Oc2ncc(C3=CCCCC3)cc2C1=O,0.9
CO[C@@H]1CN(C)C(=O)c2ccc(NC(=O)c3cccc(F)c3)cc2OC[C@@H](C)N(C(C)=O)C[C@@H]1C,1.0
Cc1cccc(S(=O)(=O)N2CCCCN3[C@H](CO)[C@@H](c4ccc(C#C[C@H](C)O)cc4)[C@H]3C2)c1,0.1
CC(C)NC(=O)Nc1ccc2c(c1)C(=O)N([C@@H](C)CO)C[C@@H](C)[C@H](CN(C)C(=O)NC1CCCCC1)O2,0.4
C[C@H]1CN([C@@H](C)CO)C(=O)c2cc(NS(=O)(=O)c3ccccc3)ccc2O[C@@H]1CN(C)S(=O)(=O)c1cn(C)cn1,-2.2
C[C@H]1CCCCO[C@@H](CN(C)CC2CC2)[C@@H](C)CN([C@@H](C)CO)C(=O)c2cc(NC(=O)c3ccccc3)ccc2O1,-1.4
COC(=O)[C@@H]1[C@@H](CO)[C@@H]2Cn3c(ccc(C4=CCCC4)c3=O)[C@@H]2N1C(=O)C1CC1,-1.1
COc1cccc(C(=O)Nc2ccc3c(c2)OC[C@@H](C)N(CCc2ccccc2)C[C@@H](C)[C@H](OC)CN(C)C3=O)c1,-0.5
O=C(Nc1ccc(F)cc1)N1CCCCN2[C@H](CO)[C@@H](c3ccc(-c4ccncc4)cc3)[C@@H]2C1,0.3
CN1[C@H](C(=O)NC2CCCC2)[C@@H](CO)[C@@H]2Cn3c(ccc(/C=C/c4ccccc4)c3=O)[C@@H]21,-0.2
CO[C@@H]1CN(C)C(=O)c2cc(NC(=O)C3CC3)ccc2OC[C@H](C)N(Cc2cccnc2)C[C@H]1C,0.0
O=C(NCC(F)(F)F)[C@H]1[C@H](CO)[C@H]2Cn3c(cccc3=O)[C@H]2N1C(=O)C1CCC1,0.0
CCCNC(=O)N1[C@@H]2CN(C(=O)Nc3ccc(F)cc3)c3ccccc3[C@@H]2[C@@H]1CO,0.6
COc1cccc(NC(=O)N(C)C[C@@H]2Oc3cc(-c4cccc(C(=O)N(C)C)c4)ccc3S(=O)(=O)N([C@H](C)CO)C[C@H]2C)c1,-3.2
COc1ccc(S(=O)(=O)N2C[C@@H](O)COC[C@H]3O[C@H](CC(=O)NCCCN4CCOCC4)CC[C@@H]32)cc1,-1.7
C[C@H]1CN([C@@H](C)CO)S(=O)(=O)c2ccc(C3=CCCC3)cc2O[C@H]1CN(C)C(=O)c1ccccc1,-0.3

Four entries from above, with each value named:
molecule: CN1[C@H](C(=O)NC2CCCC2)[C@@H](CO)[C@@H]2Cn3c(ccc(/C=C/c4ccccc4)c3=O)[C@@H]21
  TcdB GH inh = -0.2
molecule: C[C@H]1CN([C@@H](C)CO)S(=O)(=O)c2ccc(C3=CCCC3)cc2O[C@H]1CN(C)C(=O)c1ccccc1
  TcdB GH inh = -0.3
molecule: COc1cccc(NC(=O)N(C)C[C@@H]2Oc3cc(-c4cccc(C(=O)N(C)C)c4)ccc3S(=O)(=O)N([C@H](C)CO)C[C@H]2C)c1
  TcdB GH inh = -3.2
molecule: O=C(Nc1ccc(F)cc1)N1CCCCN2[C@H](CO)[C@@H](c3ccc(-c4ccncc4)cc3)[C@@H]2C1
  TcdB GH inh = 0.3
